# aSyn rescue: qHTS of alpha-syn Inhibitors; Yeast expressing alpha-synuclein, growth rescue, BacTiter-Glo, 24 h; Potency, µM (top dose mostly 46.1 µM), for the others: top-dose growth rescue (activation), most hits filed as activators; 370,000 compounds, 0.14% hits; AID 652106, 2013; note: potency is the fitted concentration of half-maximal effect; % of control where 0% means no effect; nearly all actives have a fitted effect of over 65% in size
#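 Galactose-induced alpha-syn yeast (OD600=0.02, raffinose-pregrown) + pinned cpd, 24 hr, 30 deg C; growth by BacTiter-Glo luminescence. Growth restoration scores as activation.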
# GLP1R inv ag: qHTS of GLP-1 Receptor Inverse Agonists (Inhibition Mode); Glucagon-like peptide 1 receptor (Homo sapiens), P43220; HEK293 GLP-1R CRE-luciferase, luminescence, 24 h; GLP-1R form is constitutively active; Potency, µM (doses to about 38.3 µM), without a hit: at the highest dose activity change, negative = inhibition, actives largely listed as inhibitors; 410,000 compounds, 1.6% hits; AID 624417, 2012; note: potency is the fitted concentration of half-maximal effect; % is set by controls: 0 for no effect and ±100 for the full control effect; nearly all actives have a fitted effect of over 55% in size
# Target sequence (P43220 whole entry, looked up): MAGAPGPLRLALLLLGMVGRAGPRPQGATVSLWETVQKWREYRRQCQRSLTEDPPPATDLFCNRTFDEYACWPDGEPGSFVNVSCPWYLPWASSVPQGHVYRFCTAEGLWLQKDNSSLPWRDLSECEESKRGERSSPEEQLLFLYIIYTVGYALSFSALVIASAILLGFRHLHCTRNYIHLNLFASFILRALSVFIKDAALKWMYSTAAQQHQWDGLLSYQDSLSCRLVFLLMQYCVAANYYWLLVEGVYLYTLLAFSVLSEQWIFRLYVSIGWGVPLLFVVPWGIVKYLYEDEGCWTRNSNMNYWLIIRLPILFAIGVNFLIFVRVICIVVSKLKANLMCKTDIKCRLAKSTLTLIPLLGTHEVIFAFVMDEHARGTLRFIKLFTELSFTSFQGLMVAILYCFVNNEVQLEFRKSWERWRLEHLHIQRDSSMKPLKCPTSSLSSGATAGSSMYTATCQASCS
#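 Inverse agonism was detected as reduced cAMP-driven luciferase luminescence after 24 h compound treatment. The cells were HEK293 clones expressing constitutively active human GLP-1R with the reporter. Reporter-only and GPR119 cell lines served as counterscreen controls.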
# FUS suppressor: qHTS for Suppressors of FUS Proteinopathy: Primary screen using FUS-linked yeast assay; Potency, µM (top dose mostly 76.6 µM), inactives show at the top dose growth rescue (activation), hits mostly activators; 390,000 compounds, 0.24% hits; S. cerevisiae FUS-expressing, growth rescue, OD600, 24 h; AID 1347120, 2019;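 note: potency is the fitted concentration of half-maximal effect; plate controls were DMSO vehicle for no effect and reference control for full effect; nearly all actives have a fitted effect of over 55% in size; some results filed as inactive show a strong effect at the top dose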
#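 Yeast expressing FUS under galactose induction, OD 0.005 in 2% galactose medium; compounds in a dilution series, 24 h at 30C. Growth rescue by absorbance at 600 nm; CP55940 positive control, DMSO negative.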
# pAkt inh: HTS Assay for Inhibitors of Akt Phophorylation: Primary Screen | Neuro2A IGF-stimulated pAkt S473 HTRF, 20 min; hits give low values | activity change, % for hits at 50 µM | 360,000 compounds, 0.32% hits | AID 651550, 2012; in the data active = activity change below about -80%; inconclusive = mostly about -51% to -80%; note: % is set by controls: 0 for no effect and ±100 for the full control effect
#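 Single-point screen (50 µM final compound) in Neuro2A cells stimulated 20 min with 6 nM IGF at 37 deg C. After lysis, Ser473-phosphorylated Akt read by HTRF (ex 330 nm, em 615/665 nm) as the 665/615 ratio.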
# D3 antag: qHTS of D3 Dopamine Receptor Antagonist: qHTS | D(3) dopamine receptor (Homo sapiens), P35462 | D3R cells, DiscoveRx beta-arrestin luminescence, antagonist mode; hits give low values | max response, negative = inhibition, % | 360,000 compounds, 2.5% hits; in the data active = max response below about -50%; inconclusive = no clear call, values can overlap the other calls; note: % is set by controls: 0 for no effect and ±100 for the full control effect; mostly tested at two doses, the higher about 12 µM
# Target sequence (P35462 whole entry, looked up): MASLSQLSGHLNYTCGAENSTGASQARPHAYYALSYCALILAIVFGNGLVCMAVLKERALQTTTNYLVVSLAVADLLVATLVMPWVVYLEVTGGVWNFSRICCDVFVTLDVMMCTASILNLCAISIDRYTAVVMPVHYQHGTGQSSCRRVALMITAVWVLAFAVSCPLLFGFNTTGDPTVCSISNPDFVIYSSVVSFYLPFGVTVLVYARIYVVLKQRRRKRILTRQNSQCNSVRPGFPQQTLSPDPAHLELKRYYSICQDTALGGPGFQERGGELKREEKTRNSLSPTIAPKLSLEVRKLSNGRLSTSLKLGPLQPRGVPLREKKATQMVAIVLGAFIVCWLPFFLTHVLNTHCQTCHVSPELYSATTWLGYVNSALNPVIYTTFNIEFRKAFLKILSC
#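 Cells plated overnight at 1500 cells/well, then exposed to library compounds with dopamine controls for 90 minutes at 37 degrees C. DiscoveRx reagent added for 30–60 minutes at room temperature; luminescence read, quantitative HTS format.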
# GLP1R ag: qHTS of GLP-1 Receptor Agonists. 380,000 compounds, 0.007% hits. Potency, µM (titrated, usually from 45.6 µM), for the others: at the highest dose activation, most hits filed as activators. HEK293 GLP-1R CRE-luciferase, luminescence, 4-6 h; cells express a hypersensitive GLP-1R form. Glucagon-like peptide 1 receptor (Homo sapiens), P43220; note: potency is the fitted concentration of half-maximal effect; % of control where 0% means no effect
# Abeta yeast res: qHTS for compounds that reverse cellular toxicity of Amyloid beta (A-beta) peptide in yeast: Primary Screen; 410,000 compounds, 0.063% hits; Potency, µM (titrated, usually from 46.1 µM), for the others: at the top dose growth rescue, most hits filed as activators; yeast expressing A-beta42, growth rescue, OD600, 48 h; response scale: 0% DMSO, 100% iron-clioquinol control; AID 1347071, 2019; note: potency is the fitted concentration of half-maximal effect; nearly all actives have a fitted effect of over 55% in size
#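 Growth rescue measured by 600 nm absorbance after 48 h yeast culture at 30 C with compound. Values normalized between DMSO and an equimolar ferric chloride plus clioquinol control.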
# TDP-43 yeast inh: qHTS of TDP-43 Inhibitors; AID 652104, 2013; Potency, µM (series often up to 46.1 µM), without a hit: at the top dose growth rescue (activation), hits mostly activators; 410,000 compounds, 1.8% hits; TDP-43 expressing yeast growth rescue, BacTiter-Glo, 24 h; note: potency is the fitted concentration of half-maximal effect; % of control where 0% means no effect; nearly all actives have a fitted effect of over 50% in size
#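 Readout is BacTiter-Glo luminescence of cell growth, so inhibitors register as activators. TDP-43-expressing yeast at OD600=0.02 in galactose medium, after raffinose pregrowth to mid-log, were incubated with compound for 24 hr at 30 deg C.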
# PTHR1 agonist: qHTS for PTHR1 Agonists: Primary Screen. Parathyroid hormone/parathyroid hormone-related peptide receptor (Homo sapiens), Q03431. HEK293 GP2 PTHR1 cells, GloSensor cAMP luminescence, 1 h. Potency, µM (top dose mostly 115 µM), for inactives: at the highest dose activation, usual class: activators. 410,000 compounds, 0.075% hits; note: potency is the fitted concentration of half-maximal effect; nearly all actives have a fitted effect of over 55% in size; some results filed as inactive show a strong effect at the top dose; inactives centre near -15; many of its hits are not listed in these tables
#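 HEK-293-derived GP2 cells expressing PTHR1 and a GloSensor cAMP reporter, 3,000/well, plated overnight, given luciferin plus IBMX (each 0.5 mM as added) for 1 h at 37 °C, then compound for 1 h at 37 °C. Luminescence was read after 15 min at room temperature.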
# * = called active by the depositor; i = inactive; ? = inconclusive; . = no result given; [ ] = another dose, or the depositor's remark. Unless noted, calls come from the whole dose curve; as a rule, active = well fitted curve in the direction sought with a large enough effect; inconclusive = small, poorly fitted or top-dose-only effect, or another doubt; inactive = no such curve, though single readings can be large; an effect the other way counts as inactive or inconclusive. These rows are one share of the data; the hit share may differ from the screen's.
SMILES,aSyn rescue,GLP1R inv ag,FUS suppressor,pAkt inh,D3 antag,GLP1R ag,Abeta yeast res,TDP-43 yeast inh,PTHR1 agonist
Cc1onc(-c2c(F)cccc2Cl)c1C(=O)OCC(=O)N1C(C)CCCC1C (stereo not given),1%,?,-2%,i,?,15%,-7%,-7%,i
CCOC(=O)C1=C(C)NC(SCc2cc(=O)[nH][nH]2)=C(C#N)C1c1cccs1 (stereo not given),10%,-18%,28%,i,-9,-3%,5%,4%,i
COc1cc2c(cc1OC)C(Cc1cc(OC)c(OC)cc1[N+](=O)[O-])=NCC2,-9%,158%[activator],.,i,2,24%,9%,3%,-10%
COc1ccc(N2CC(NC(=O)COc3cccc(C)c3)CC2=O)cc1OC (stereo not given),.,5%,21%,.,.,5%,-12%,4%,5%
N/C(=N\OC(=O)CC1CCCCC1)c1ccccc1,-25%,-4%,-27%,i,2,-10%,-19%,?,i
CC(=O)Nc1ccc(NC(=O)c2ccc(-c3ccnn3C)c3ccoc23)cc1,0%,26%,-2%,i,0,14%,-14%,6%,8%
c1cncc(CNc2nc(N3CCOCC3)nc(N3CCOCC3)n2)c1,2%,3%,1%,i,-22,10%,-10%,-11%,?
O=C(c1cccn1-c1nnc(N2CCCC2)s1)N1CCN(c2ccccc2)CC1,.,15%,11%,.,.,.,-1%,-4%,i
CCN1CCN(C(c2cccs2)C(C)NS(=O)(=O)c2ccc(Br)cc2)CC1 (stereo not given),5%,11µM*,.,i,-13,-4%,?,0%,2%
CCn1c(SCC(=O)Nc2ccc(F)cc2)nnc1-c1cnccn1,-4%,-2%,14%,i,-20,-4%,6%,-5%,i
CCOC(=O)C1=C(C)N=c2s/c(=C\C(=O)OC)c(=O)n2C1c1ccc(OC)cc1 (stereo not given),-2%,-28%,27%,i,-9,0%,-6%,-4%,i
COc1ccc(C(=O)Nc2cc(OC)c(Cl)cc2OC)cc1,-2%,-7%,-19%,i,30,-10%,10%,15%,-12%
COc1cc(C)ccc1OCc1cc(C(=O)NC(c2ccccn2)C(F)(F)F)no1 (stereo not given),1%,13µM*,-6%,i,-7,6%,2%,-4%,-54%[inhibitor]
COC(=O)C1=C(C)N(C)C(=O)NC1c1ccsc1 (stereo not given),14%,-9%,-30%,i,10,0%,-12%,-5%,i
COc1cccc(/C=C/C(=O)c2ccc(NC3=NCCCS3)cc2)c1,0%,?,9%,i,-54*,8%,-9%,-13%[9.22 µM],-37%[inhibitor]
CCN(Cc1ccccc1)C(=O)C1CCN(CC2CC=CCC2)CC1 (stereo not given),-3%,-1%,-19%,i,0,0%,-2%,3%,i
CCOc1ccc(Sc2cc(C(=O)NCc3ccc(C)cc3)c3ccccc3n2)cc1,.,6%,-7%,.,.,.,-13%,4%,-58%
CNC[C@H]1Oc2c(NC(=O)C3CCCCC3)cccc2C(=O)N([C@H](C)CO)C[C@@H]1C,2%,-2%,-28%,i,-3,-1%,-12%,-1%,-19%
CCOC(=O)c1c(NC(=O)C2CCCO2)sc(C)c1C (stereo not given),4%,1%,6%,i,11,18%,-1%,?,-7%
O=C(NCc1ccc2c(c1)OCO2)C(=O)NCC(c1ccco1)N1CCN(c2ccccc2)CC1 (stereo not given),-6%,?,0%,i,-8,-2%,3%,-13%,-23%
Cc1ccsc1/C=N/NC(=O)Cn1nc(C)c([N+](=O)[O-])c1C,3%,-26%,-7%,i,-11,1%,?,-24%,i
CCCCOC(=O)CSC1=C(C#N)C(c2ccccc2OCC)C(C#N)C(=O)N1 (stereo not given),-15%,8%,28%,.,32,-9%,-19%,0%,?
CC/C(C)=C1\SC(N2CCN(C(C)=O)CC2)=NC1=O,0%,-1%,-16%,.,0,-16%,1%,-16%,-5%[57.5 µM]
CCOC(=O)C(Cc1ccccc1)C(=O)Nc1nccs1 (stereo not given),10%,-10%,-5%,i,13,4%,41%,21%,-25%

# Record cards (already shown). Values in the order: aSyn rescue, GLP1R inv ag, FUS suppressor, pAkt inh, D3 antag, GLP1R ag, Abeta yeast res, TDP-43 yeast inh, PTHR1 agonist
# Record of CNC[C@H]1Oc2c(NC(=O)C3CCCCC3)cccc2C(=O)N([C@H](C)CO)C[C@@H]1C = 2%, -2%, -28%, i, -3, -1%, -12%, -1%, -19%
# Record of COc1cccc(/C=C/C(=O)c2ccc(NC3=NCCCS3)cc2)c1 = 0%, ?, 9%, i, -54*, 8%, -9%, -13%[9.22 µM], -37%[inhibitor]

# Further structures.
SMILES,aSyn rescue,GLP1R inv ag,FUS suppressor,pAkt inh,D3 antag,GLP1R ag,Abeta yeast res,TDP-43 yeast inh,PTHR1 agonist
CCCc1cc(=O)oc2cc(OCC(=O)NCC(O)c3ccccc3)ccc12 (stereo not given),0%,-1%,-25%,.,3,-9%,-11%,9%,i
CC(C)NC(=O)CC(=O)Nc1ccc2nc3n(c(=O)c2c1)CCCCC3,.,-4%,9%,.,.,0%,-4%,13%,-9%
Nc1c(-c2ccccc2)c(CSc2nc3ccccc3[nH]2)nn1-c1cccc(Cl)c1,10%,?,26%,i,28,4%,-19%,?,i
C#Cc1ccc([C@H]2C=C(C(=O)NCc3nc4ccccc4[nH]3)O[C@@H](OCc3ccc(CO)cc3)C2)cc1,3%,9%,?,i,-4,2%,2%,13%,-12%
O=C(CCCc1nc2ccccc2s1)NC(c1ccccc1)c1ccccc1,-1%,8%,18%,i,?,0%,-16%,-20%,-21%
O=C(CSc1nncs1)NC(=O)NCc1ccco1,-3%,-16%,-22%,i,16,3%,-8%,13%,-19%
COc1ccc(N(CC(=O)NCCSCc2ccccc2C)S(=O)(=O)c2ccccc2)cc1,-2%,?,32%,i,-14,-4%,5%,-9%,-34%[inhibitor]
CC(NC(=O)C(=O)N1CCCCC1)C(c1cccs1)N1CCN(c2ccccc2F)CC1 (stereo not given),-1%,?,5%,i,-18,-1%,18%,-8%,-3%
C[C@H](CO)NC(=O)[C@H](C)[C@@H]1C[C@@]1(C)[C@@H](NC(=O)OCc1ccccc1)c1ccccc1,-5%,0%,5%,i,0,3%,-4%,-5%,-22%
CN(CC(=O)Nc1ccc(Cl)c(Cl)c1)CC(=O)N1CCc2ccccc21,19%,?,34%,i,0,8%,1%,20%,-14%
Cc1nn(-c2ccc(F)cc2)c(C)c1NS(=O)(=O)c1ccc(Cl)cc1,-2%,?,21%,i,-8,-10%,-7%,-6%,-39%[inhibitor]
CCOc1ccc(OCC)c(NC(=O)c2[nH]c(C)c(C(C)=O)c2C)c1,0%,1%,-4%,i,-12,-5%,-9%,-1%,i
COc1cccc(N2CCN(C(=O)c3ccc(CS(=O)c4ccccc4Cl)o3)CC2)c1 (stereo not given),6%,-24%,16%,i,9,6%,-2%,?,-14%
COc1ccccc1CNCc1ccc(C(=O)O)s1,.,6%,-9%,.,.,.,-17%,16%,i
COc1ccc2nc(C)cc(SCC(=O)N/N=C/c3cccc4ccccc34)c2c1,1%,-1%,17%,i,43,4%,10%,-24%,-21%
C=CCSc1nnc(N2C(=O)C(O)=C(C(=O)c3ccco3)C2c2ccc(F)cc2)s1 (stereo not given),-13%,-4%,?,i,16,-4%,-10%,-16%,-7%
Cc1nc(N)ncc1Sc1ccc(Cl)cc1,-1%,-5%,-8%,i,2,6%,31%,-10%,i
O=S(=O)(c1cccc(-n2cnnn2)c1)N1CCOCC1,-1%,0%,-12%,i,4,-4%,5%,-14%,i
CS(=O)(=O)N(CC(=O)NCc1ccncc1)Cc1ccc(Cl)cc1,4%,17%,-9%,i,6,3%,6%,4%,i
O=C(O)c1cccc2c1C(=O)c1cccc3snc-2c13,-5%,29%,11%,i,-21,-1%,-12%,-27%,i
O=C1Nc2ccc(Br)cc2C1=Nc1cccnc1,11%,38%[activator],-2%,i,?,5%,9%,13%,i
CCc1ccc(C(=O)N2CCN(c3ccc(NC(=O)c4cccnc4)cc3)CC2)cc1,2%,4%,39%,i,8,-4%,6%,20%,-16%
CCCCCCC(=O)Oc1cccc(C2=CC(=O)CC(C)(C)C2=O)c1,?,13%,15%,i,16,-4%,6%,0%,-19%
CCOC(=O)c1c(NC(=O)CCCOc2ccccc2C)sc2c1CCC(C)C2 (stereo not given),.,0%,11%,.,.,.,4%,21%,-46%[inhibitor]
COc1ccccc1/C(C)=N/NC(=O)c1nnn(-c2nonc2N)c1C(C)C,2%,?,2%,i,-1,6%,12%,?,i
Cc1cccc(CNC(=O)C2CCN(c3nnc(-n4c(C)ccc4C)s3)CC2)c1,.,0%,14%,.,.,.,4%,8%,-4%
CCN(CC)S(=O)(=O)c1ccc(N2CCCCC2)c(NC(=O)c2ccncc2)c1,1%,3%,17%,i,11,12%,12%,5%[9.22 µM],i
O=C(CC1C(=O)NCCN1Cc1ccoc1)NCCCn1ncc2ccccc21 (stereo not given),1%,13%,-2%,i,13,-3%,8%,0%,i
Cc1cccc(C)c1NC(=O)C(=O)NCCc1c[nH]c2ccccc12,2%,-7%,-2%,i,-6,11%,-1%,-2%,-6%
Cc1cccc(C(=O)OCC(=O)NC(C)CCc2ccccc2)c1 (stereo not given),0%,6%[7.66 µM],8%,i,8,-2%,28%,?,-17%
CCN(CC)CCNC(=O)c1ccc(NC(=O)Cc2cccc3ccccc23)cc1,2%,?,34%,i,-6,18%,1%,-18%,i

# Screening data deposited in PubChem by National Center for Advancing Translational Sciences (NCATS).
